TRHR enhancer = TRH receptor (human) allosteric enhancement | P34981 | TRHR cells, fluo-8 calcium fluorescence, EC20 TRH enhancement | enhancement, % at 2 µM | hit rate 0.66% among 360,000; in the data active means enhancement above about 30%; further: 0% is about no effect
Target sequence (P34981 whole entry, looked up): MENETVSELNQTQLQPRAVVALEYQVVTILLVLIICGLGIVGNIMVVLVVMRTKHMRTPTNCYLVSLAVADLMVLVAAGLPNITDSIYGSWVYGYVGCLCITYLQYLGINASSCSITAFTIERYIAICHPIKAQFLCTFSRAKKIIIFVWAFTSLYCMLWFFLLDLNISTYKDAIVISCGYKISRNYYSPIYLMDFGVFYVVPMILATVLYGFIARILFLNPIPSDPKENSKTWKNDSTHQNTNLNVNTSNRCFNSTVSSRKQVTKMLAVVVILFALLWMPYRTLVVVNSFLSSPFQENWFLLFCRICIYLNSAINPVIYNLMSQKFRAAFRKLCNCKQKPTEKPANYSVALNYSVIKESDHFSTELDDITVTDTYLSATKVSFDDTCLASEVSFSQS
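TRHR-expressing cells loaded with fluo-8 calcium dye were read kinetically (ex 480/em 530) during compound addition, then stimulated with an EC20 of TRH (10 nM final). Enhancement of the Gq-mediated intracellular calcium response was scored.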
D1 antag = blocks dopamine activation of the human D1 receptor; AID 504652; P21728; hit rate 3.2% among 360,000; activity change, negative = inhibition, % at 10 µM; HEK293 TREx D1 cells, calcium flux, dopamine EC80; stronger effect = lower value; in the data active means activity change below about -30%; further: on the % scale 0 is the no-effect control and ±100 the full control effect
Target sequence (P21728 whole entry, looked up): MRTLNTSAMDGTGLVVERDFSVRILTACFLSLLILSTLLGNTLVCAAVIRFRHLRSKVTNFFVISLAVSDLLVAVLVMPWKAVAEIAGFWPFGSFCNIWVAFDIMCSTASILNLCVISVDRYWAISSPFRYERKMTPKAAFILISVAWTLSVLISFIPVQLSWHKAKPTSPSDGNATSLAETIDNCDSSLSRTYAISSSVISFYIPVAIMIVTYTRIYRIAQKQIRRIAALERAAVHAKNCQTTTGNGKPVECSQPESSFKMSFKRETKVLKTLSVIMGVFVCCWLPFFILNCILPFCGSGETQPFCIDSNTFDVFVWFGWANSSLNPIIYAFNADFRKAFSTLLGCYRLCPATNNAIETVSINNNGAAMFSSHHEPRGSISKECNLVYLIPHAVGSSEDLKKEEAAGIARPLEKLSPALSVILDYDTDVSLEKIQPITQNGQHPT
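Using tetracycline-induced force-coupled D1 Hek293 cells and a calcium dye, signals were followed for 180 s after compound, then for 180 s after EC80 dopamine, to detect inhibitors.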
TRHR agonist = TRH receptor (human) agonism; hit rate 0.18% among 360,000; activation, % at 2 µM; TRHR cells, calcium flux fluo-8, FDSS agonist mode; further: 0% is about no effect
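Steps: seed TRHR cells overnight; add fluo-8 no-wash Ca dye, RT 30 min–1.5 h; record 10 s baseline; pin-transfer compounds; monitor fluorescence 1 cycle/s for the agonist window. Calcium increases flag candidate agonists.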
RXFP1 antag = antagonists of human relaxin receptor RXFP1; activity change, negative = inhibition, % at 57.5 µM; hit rate 0.59% among 350,000; Q9HBX9; HEK293-RXFP1, relaxin-stimulated cAMP HTRF, 30 min; stronger effect = lower value;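 active means activity change of -60% or lower, but not beyond a set lower limit; inconclusive means change between -60% and -40%, or beyond the set limit; inactive means change above -40%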; further: on the % scale 0 is the no-effect control and ±100 the full control effect
D2 agonist = activates the human D2 dopamine receptor | HEK293 T-REx D2 cells, calcium flux agonist mode | activation, % at 2 µM | hit rate 0.53% among 340,000;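 active means activation over 3 SD above normal in the single-dose calcium agonist read, cut at about 30% in these data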; further: 0% is about no effect
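Tetracycline-induced HEK293 Trex cells with D2 receptor force-coupled to calcium signaling, plated overnight at 30 C and loaded with no-wash calcium dye. Calcium flux read kinetically for 180 s after compound addition; responses flag agonists.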
D2 PAM = positively modulates the human D2 dopamine receptor allosterically. AID 485347. P14416. hit rate 0.34% among 340,000. potentiation, % at 10 µM. HEK293 T-REx D2, calcium flux, EC20 dopamine potentiation;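 active means potentiation over 3 SD above the plate norm, cut at about 30% in these data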; further: 0% is about no effect
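Primary screen. Calcium kinetics in induced HEK293 T-REx D2 cells: compound pre-addition 180 s, EC20 dopamine, 180 s more.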
D1 agonist = human D1 receptor agonism | HEK293 T-REx D1 cells, calcium flux, agonist mode | activation, % at 2 µM | hit rate 1% among 360,000; further: 0% is about no effect
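Tetracycline-induced HEK293 TREx D1 cells, force-coupled to calcium signalling, were dye-loaded with a no-wash calcium kit. Compound was pin-added after a 10 s baseline. Fluorescence was read kinetically at 1 cycle/s for 180 s, with calcium rises flagged as agonism.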
D2 antagonist = D2 dopamine receptor (human) antagonism | HEK293 TREx D2 cells, calcium flux, dopamine EC80 | inhibition, % at 10 µM | hit rate 2% among 340,000 | AID 485344; in the data active means inhibition above about 30%; further: 0% is about no effect
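Overnight-induced (tetracycline, 30 C) HEK293 T-REx cells carrying force-coupled D2 receive a no-wash calcium dye, then compound, then EC80 dopamine at 180 s; signals are read kinetically throughout.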
D1 potentiator = enhances dopamine response at the human D1 receptor. P21728. HEK293 TREx D1 cells, calcium flux, dopamine EC20 potentiation. potentiation, % at 10 µM. hit rate 0.036% among 360,000. AID 504651; in the data active means potentiation above about 30%; further: 0% is about no effect
Active calls of the source: *; ? = inconclusive; . = no result given; & = joins results of further samples. Unless noted, no stated cut-off is given here; in the data, active means activation above about 30%; inactive means the rest.

#	structure	TRHR enhancer	D1 antag	TRHR agonist	RXFP1 antag	D2 agonist	D2 PAM	D1 agonist	D2 antagonist	D1 potentiator
1	CSc1nc(C)c2c(n1)N(c1ccc(O)cc1)CC2	0	2	0.3	6	2.8	-1	2	0	-3
2	O=C(CNC(=O)c1ccccc1F)NCCc1ccc(Cl)cc1Cl	-9	0	-0.8	-1	-3.2	3	0	28	-9
3	Cc1ccc(N2CC(C(=O)N/N=C/c3c(F)cccc3Cl)CC2=O)cc1 (stereo not drawn)	-10	-29	-1.3	-11	-1.3	-4	2	-8	-3
4	Cc1cc(C)nc(N2CCC(CNC(=O)CCc3ccccc3)CC2)n1	11	2	0.2	-13	0.6	19	2	-5	0
5	COc1ccccc1Nc1nc(N)nc(CN2CCC(C)CC2)n1	0	-9	0.4	-2	0.5	-1	10	-12	-3
6	CCC(=O)Oc1ccc(C(=O)Nc2ccc3c(c2)C(=O)N(C2CCCCC2)C3=O)cc1	7	20	1.1	-20	1.3	13	4	-11	-6
7	CCCc1cc(=O)oc2cc(Oc3ncccn3)ccc12	0	-2	0.1	-6	-0.3	6	4	-14	-5
8	Cc1ccccc1CNC(=O)Cc1csc2ccccc12	-4	1	-1.4	-4	0.7	.	-1	.	-3
9	COc1cc(CN2CCN(S(=O)(=O)c3ccc(NC(C)=O)cc3)CC2)cc(OC)c1OC	-5	-21	0.2	.	-0.7	.	1	.	-5
10	CCSc1nc2ccccc2n1C(=O)/C=C\c1ccc(OC)c(OC)c1	-7	14	0.5	-10	-0.7	14	2	-8	0
11	Cn1nc(C(=O)NCc2ccccc2)c2c1-c1ccccc1SC2	7	-9	0.6	0	-0.3	.	4	.	0
12	COc1cc(-c2noc(CCC(=O)Nc3cccnc3)n2)cc(OC)c1OC	-21	-4	0.0	1	0.1	2	0	14	-1

A few values from the list:
#6 @ D2 agonist = 1.3
#9 @ D1 antag = -21
#12 @ TRHR enhancer = -21
#11 @ D1 agonist = 4

Continued:
#	structure	TRHR enhancer	D1 antag	TRHR agonist	RXFP1 antag	D2 agonist	D2 PAM	D1 agonist	D2 antagonist	D1 potentiator
13	COc1ccc(/C=C/C(=O)O)cc1S(=O)(=O)NC1CCS(=O)(=O)C1 (stereo not drawn)	-3	-18	0.2	-9	2.4	4	-1	-8	-4
14	O=C(CN1C(=O)NC2(CCCCCC2)C1=O)c1ccc2c(c1)OCCO2	-2	-2	0.6	-5	0.0	-2	4	10	-1
15	O=P(O)(CN1CCCCCC1)CN1CCCCCC1	-1	-2	-0.4	.	0.2	-17	2	-9	0
16	Cc1nc(CC(=O)Nc2ccc(C)c(C)c2)cs1	0	-9	0.5	-5	-0.1	7	-1	.	3
17	O=C(N/N=C\C1CC=CCC1)c1ccc(Br)o1 (stereo not drawn)	-1	8	0.5	0	0.1	-6	4	-3	3
18	Clc1ccc2c(N/N=C/c3cccnc3)ccnc2c1	-20	-10	-0.4	-2	1.0	-12	1	-13	1
19	O=c1c2c3c(sc2n2cnnc2n1Cc1ccccc1)CN(Cc1ccccc1)CC3	-2	1	0.0	-16	1.3	-7	3	-3	12
20	C=CCOc1ccc(C(=O)Nc2ncn[nH]2)cc1	2	8	-1.8	5	-0.4	0	4	-28	-12
21	Nc1cc(-c2ccccc2)nn1S(=O)(=O)c1ccc(Br)cc1	-1	-3	0.1	.	-1.2	7	2	1	-1
22	COc1ccc(CNC(=O)CCn2cccn2)cc1	-4	-2	0.6	.	.	2	2	.	2
23	CCN(CC)c1ccc(NC(=O)c2cc(Cl)ccc2OC)cc1	-5	4	-0.2	-5	0.8	-1	0	2	6
24	CCOc1nc2cnccc2n(CC(=O)Nc2cccc(C)c2C)c1=O	1	-5	0.3	2	0.0	4	2	7	5

A different layout for two compounds above:
Every second line gives: TRHR enhancer	D1 antag	TRHR agonist	RXFP1 antag	D2 agonist	D2 PAM	D1 agonist	D2 antagonist	D1 potentiator
20: C=CCOc1ccc(C(=O)Nc2ncn[nH]2)cc1
→ 2	8	-1.8	5	-0.4	0	4	-28	-12
14: O=C(CN1C(=O)NC2(CCCCCC2)C1=O)c1ccc2c(c1)OCCO2
→ -2	-2	0.6	-5	0.0	-2	4	10	-1

Additional records follow:
#	structure	TRHR enhancer	D1 antag	TRHR agonist	RXFP1 antag	D2 agonist	D2 PAM	D1 agonist	D2 antagonist	D1 potentiator
25	Cc1ccc(C)c(N2CCN(C(=O)CCS(=O)(=O)c3ccc4c(c3)oc(=O)n4C)CC2)c1	-5&28	-5&-9	0.6&-1.1	26&-13	-0.4&0.2	-8&6	6&6	-1	-2&-4
26	CCC1CCCCN1S(=O)(=O)c1ccc(C(=O)Nc2nnc(-c3cccs3)o2)cc1 (stereo not drawn)	-3	-2	0.9	-73*	0.4	-7	3	-5	3
27	O=[N+]([O-])c1cccc(C2=NCCC(c3ccccc3)O2)c1 (stereo not drawn)	-2	7	-0.5	.	0.9	3	0	1	-2
28	CC(C)Oc1ccccc1C1NC(=O)CCC1[N+](=O)[O-] (stereo not drawn)	-15	-1	-1.2	5	-3.8	-6	4	15	-4
29	O=C(CN1CCN(C(=O)c2cccs2)CC1)NC1CCCCC1	9	-5	-0.5	5	0.2	6	6	5	2
30	CCCCSc1nnc2[nH]c(=O)cc(C)n12	15	.	0.1	3	0.4	-1	0	.	3
31	CC1(C)C=C2C(=NN(c3ccccc3)C(N)=C2C#N)CO1	-2	7	-0.6	8	-1.1	5	0	8	-3
32	CC(=O)N1CCN(C(=O)CCc2cc(C(C)(C)C)c(O)c(C(C)(C)C)c2)CC1	1	19	1.0	-4	-0.1	4	2	-8	1
33	COc1cc(C2c3c(oc4ccccc4c3=O)C(=O)N2c2nnc(C(C)C)s2)cc(OC)c1OC (stereo not drawn)	-1	8	-0.3	-1	-0.2	-5	0	.	3
34	O=C(CN1C(=O)NC2(CCCC2)C1=O)OCc1ccc(Cl)c(Cl)c1	6	-9	-1.4	-29	0.4	16	12	4	0
35	CC(C)c1ccc(/C=N/NC(=O)c2nnn(-c3nonc3N)c2CN(C)C2CCCCC2)cc1	21	14	0.1	12	.	11	2	.	3
36	O=C(CSc1nc2ccccc2n1CC(=O)N1CCOCC1)N1CCCC1	2	-32*	-1.1	-8	0.7	-9	-1	-9	0
37	O=C(Nc1ccncc1)Nc1ccc(Cl)cc1Cl	2	-17	1.1	-1	1.0	9	3	-7	-15
38	Cc1cccc(Nc2nc(NCc3ccco3)nc(N3CCOCC3)n2)c1	13	-2	0.5	-2	-0.1	0	3	-12	-3
39	CCOc1ccccc1NC(=O)CSc1nc(-c2cccs2)cc(C(F)(F)F)n1	10	-16	1.1	.	.	-14	3	.	-4
40	COCc1nnc(NC(=O)CCCCCN2C(=O)c3ccccc3C2=O)s1	-4	2	-1.0	-25	2.4	.	-1	2	-1
41	CCCc1nnc(NC(=O)c2nc(SCC)ncc2Cl)s1	-6	0	-0.5	.	-0.7	13	-3	.	1
42	Cc1ccc(S(=O)(=O)n2nc(C)cc2N)cc1	-3	-8	-0.7	-4	0.5	-6	2	-13	3
43	CC(C)C(=O)NC(=S)N1CCc2ccccc21	5	0	0.2	-3	1.3	5	0	-17	0
44	Nc1nc(Br)c2ccccc2c1-c1ccccc1	-5	7	0.0	?	0.8	-6	0	4	-4
45	O=C(NCCc1csc(-c2ccc(F)cc2)n1)c1cccc(F)c1	0	-55*	-0.4	-31	-0.5	-8	7	.	-4
46	O=C(Cn1[nH]c(=O)c2ccccc2c1=O)OCC(=O)c1ccc(F)cc1	5	5	-0.1	-1	0.5	6	17	20	-10
47	CCn1cc2nc(SCc3cccc(Cl)c3)n(Cc3ccc(C)cc3)c(=O)c2n1	-5	54	0.8	.	.	-5	-1	.	2
48	Cc1ccc2cc(S(=O)(=O)NCCCN3CCOCC3)ccc2c1	0	2	0.2	-6	1.3	7	2	-9	-2

Two entries picked at random from those above, as already listed:
#	structure	TRHR enhancer	D1 antag	TRHR agonist	RXFP1 antag	D2 agonist	D2 PAM	D1 agonist	D2 antagonist	D1 potentiator
38	Cc1cccc(Nc2nc(NCc3ccco3)nc(N3CCOCC3)n2)c1	13	-2	0.5	-2	-0.1	0	3	-12	-3
47	CCn1cc2nc(SCc3cccc(Cl)c3)n(Cc3ccc(C)cc3)c(=O)c2n1	-5	54	0.8	.	.	-5	-1	.	2

(more compounds)
#	structure	TRHR enhancer	D1 antag	TRHR agonist	RXFP1 antag	D2 agonist	D2 PAM	D1 agonist	D2 antagonist	D1 potentiator
49	Cc1nn(-c2ccccc2)c(C)c1/C=N/n1c(-c2ccc(C(C)(C)C)cc2)n[nH]c1=S	1	3	0.8	-34	.	5	5	.	-4
50	CC(C)c1ccccc1NC(=O)CSc1nnc(COc2ccccc2)o1	3	-24	-0.5	5	-1.3	4	2	.	-3
51	CC1CC(C)CN(CC(O)COCc2ccccc2F)C1 (stereo not drawn)	4	2	0.3	2	0.7	3	0	-12	1
52	CC(C(=O)O)N1C(=O)C2C3c4ccccc4C(c4ccccc43)[C@@H]2C1=O (stereo partly drawn)	-8	-1	0.1	-6	1.2	-2	0	3	4
53	COc1ccc2[nH]c(=O)c(CN(C(=O)c3ccncc3)C(C)(C)C)cc2c1	-23	-10	0.7	1	0.6	4	-1	16	0
54	NS(=O)(=O)c1ccc(NC(=O)COC(=O)c2cnc(Cl)c(Cl)c2)cc1	-11	0	1.2	-12	0.7	-7	1	13	-2
55	CC(C)c1ccc(NC(=O)COc2ccc(C3SCCS3)cc2)cc1	3	9	1.1	-8	0.0	3	9	-5	18
56	CCOC(=O)c1ccc(NC(=O)CC2C(=O)N(c3ccc(F)cc3)C(=O)N2Cc2cccnc2)cc1 (stereo not drawn)	6	12	0.3	15	0.0	2	-2	.	-1
57	CCOc1ccc(CCNC(=O)C2CCCN(c3ncnc4c3nc3n4CCCCC3)C2)cc1 (stereo not drawn)	18	8	-0.5	6	0.1	7	2	-5	0
58	O=C(Nc1cc(C(F)(F)F)ccc1Cl)C(Sc1n[nH]c(=O)[nH]c1=O)c1ccccc1 (stereo not drawn)	-5	12	-0.1	-22	0.1	4	4	0	1
59	CC1CCN(C(=O)Nc2cccc(NC(=O)N3CCC(C)CC3)c2)CC1	23	-4	-1.2	-3	0.2	-4	6	-19	-6
